Screens as filed in PubChem.
HTR5A inv ctr = inverse agonist of human HTR5A in OPRM1-OPRD1 counter-screen; P47898; HTR5A cell line, luminescence, inverse agonism; inhibition, % at 9.3 µM; hit rate 0.083% among 340,000; in the data active means inhibition mostly above about 23%, no sharp cut-off; inactive means mostly below about 18%;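 further: 0% = cells with DMSO and 100% = no-cell wells with DMSO; some compounds called inactive have numbers as strong as hits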
MOR-DOR ag = OPRM1-OPRD1 heterodimerization agonism; cells, luminescence; AID 504326; P35372+P41143; activation, % at 9.3 µM; hit rate 0.3% among 340,000; in the data active means activation above about 18%;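 further: 0% = vehicle-treated cells and 100% = reference agonist; values of inactives mirror those of a sister screen read the other way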
PKA-R2B act = activates the human PKA-R2B holoenzyme complex; P22694+P31323; PKA-R2B holoenzyme dissociation, Cy5-IP20 fluorescence polarization; R2B truncated from residue 108, S112A mutant; 0% DMSO only, 100% 113 µM cGMP; activation, % at 11.4 µM; hit rate 0.079% among 340,000;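 active means activation above a cutoff set at the mean over all compounds plus 3 SD, cut at about 18% in these data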;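 further: higher means more holoenzyme dissociation and a rise in polarization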
Target sequence (P31323 whole entry, looked up, other chains not shown, the tested form may be a part): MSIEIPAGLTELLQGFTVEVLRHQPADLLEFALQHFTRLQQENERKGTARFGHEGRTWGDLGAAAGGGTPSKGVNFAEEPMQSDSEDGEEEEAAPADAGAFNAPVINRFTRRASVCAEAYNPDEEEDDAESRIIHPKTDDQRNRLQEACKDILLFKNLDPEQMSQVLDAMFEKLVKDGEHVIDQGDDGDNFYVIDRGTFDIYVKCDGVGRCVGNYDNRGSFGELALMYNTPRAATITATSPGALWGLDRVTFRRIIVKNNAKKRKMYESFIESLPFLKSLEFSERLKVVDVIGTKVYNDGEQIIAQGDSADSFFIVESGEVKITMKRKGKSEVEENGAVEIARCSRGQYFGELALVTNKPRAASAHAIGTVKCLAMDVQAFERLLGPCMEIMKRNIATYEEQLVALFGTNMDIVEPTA
MOR-DOR inv ag = mu-delta opioid heterodimer inverse agonism | cell-based MOR-DOR heterodimer luminescence | hit rate 0.21% among 340,000 | inhibition, % at 9.3 µM | P35372+P41143; in the data active means inhibition above about 22%, passing the limit was not always enough;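 further: 0% = cells with DMSO and 100% = wells without cells with DMSO; values of inactives mirror those of a sister screen read the other way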
PKA-R1A activ = activates the PKA-R1A holoenzyme complex. hit rate 0.083% among 340,000. activation, % at 11.4 µM. P00514+P68181. PKA-R1A dissociation, Cy5-IP20 fluorescence polarization; scaled: DMSO 0%, 113 µM cGMP 100%;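 active means percent activation above the mean of all tested compounds plus 3 SD, cut at about 19% in these data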;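 further: higher means more PKAc released from R1A so a rise in polarization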
Arr AP2 block = inhibitors of human beta-arrestin and AP2 interaction; FITC-arrestin peptide / GST-AP2 beads, flow cytometry; AP2 beta2 appendage carries R879A mutation; inhibition, % at 10 µM; hit rate 0.31% among 340,000; AID 504490;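 active means inhibition above a set limit, near 3 SD of compounds lacking own fluorescence, cut at about 54% in these data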;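 further: plate controls were DMSO wells for no effect and 5 µM unlabelled arrestin peptide for full effect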
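System: GST-AP2 R879A glutathione beads; medium: PBS, Tween 20 0.05%, BSA 0.1%; reagent: fluorescein-tagged arrestin peptide at 50 nM final; schedule: pre-incubation 12 min, peptide binding 1 h, room temperature; detection: flow cytometry, FL1 (488/535 nm); read-out: inhibition as reduced fluorescein signal on beads, percent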
DAGLB inhibitor = blocks human DAGLB lipase activity. Q8NCG7. HEK293T DAGLB membrane lysate, EnzChek fluorogenic substrate. inhibition, % at 5.17 µM. hit rate 0.059% among 340,000. AID 504411; in the data active means inhibition above about 34%;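 further: 0% = enzyme with vehicle and 100% = wells lacking enzyme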
Target sequence (Q8NCG7 whole entry, looked up): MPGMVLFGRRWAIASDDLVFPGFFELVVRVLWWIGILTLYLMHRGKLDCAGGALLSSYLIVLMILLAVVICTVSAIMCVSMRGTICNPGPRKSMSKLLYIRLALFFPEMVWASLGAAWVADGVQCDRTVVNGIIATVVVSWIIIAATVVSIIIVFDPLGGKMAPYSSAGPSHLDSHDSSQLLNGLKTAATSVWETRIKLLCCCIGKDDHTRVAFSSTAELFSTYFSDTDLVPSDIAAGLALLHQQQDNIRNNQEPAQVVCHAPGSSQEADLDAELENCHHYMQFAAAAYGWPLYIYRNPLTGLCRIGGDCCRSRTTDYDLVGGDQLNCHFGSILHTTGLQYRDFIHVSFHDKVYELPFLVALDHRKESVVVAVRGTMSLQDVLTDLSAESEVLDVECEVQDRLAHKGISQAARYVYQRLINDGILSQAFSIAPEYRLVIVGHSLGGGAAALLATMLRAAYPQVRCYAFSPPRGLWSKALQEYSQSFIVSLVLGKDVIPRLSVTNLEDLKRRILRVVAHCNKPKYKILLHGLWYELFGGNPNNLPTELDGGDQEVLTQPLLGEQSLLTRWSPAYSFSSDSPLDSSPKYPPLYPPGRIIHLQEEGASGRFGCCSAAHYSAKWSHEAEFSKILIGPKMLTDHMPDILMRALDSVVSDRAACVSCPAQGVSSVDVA
DSG3 Ab inh = blocks pemphigus antibody binding to human desmoglein-3. P32926. DSG3-coupled beads, scFv-anti-DSG3-GFP binding, flow cytometry; stronger effect = lower value. binding (percent of control), % at 10 µM. hit rate 0.48% among 310,000;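 active means binding more than 3 SD below its plate's average and above zero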; further: some compounds called inactive have numbers as strong as hits
HTR5A ag ctr = counter-screen for OPRM1-OPRD1 agonists: human HTR5A agonism; P47898; HTR5A agonist assay, luminescence, cell-based; activation, % at 9.3 µM; hit rate 0.61% among 340,000; AID 504692; in the data active means activation mostly above about 9.5%, no sharp cut-off; inactive means mostly below about 7.6%;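 further: 0% = cells with vehicle only and 100% = reference agonist; strong numbers were not always called active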
V-ATPase pHluor = yeast V-ATPase proton transport regulation by pHLuorin | S. cerevisiae, pHLuorin cytosolic pH fluorescence | response, % at 10 µM | hit rate 0.37% among 350,000 | AID 504577; in the data active means response mostly above about 7.3%, no sharp cut-off; inactive means mostly below about 5.4%; further: actives read high; inactives centre near 0; some compounds called inactive have numbers as strong as hits; reference of the scale not given here
Active calls of the source: *; . = not tested or not shown. An unsorted share of the library; 2.4% or so of the library scored in one or more.

SMILES	HTR5A inv ctr	MOR-DOR ag	PKA-R2B act	MOR-DOR inv ag	PKA-R1A activ	Arr AP2 block	DAGLB inhibitor	DSG3 Ab inh	HTR5A ag ctr	V-ATPase pHluor
Cc1ccccc1-c1cc(C(=O)Nc2nc3c(s2)CCCC3)c2ccccc2n1	-3	-1.1	-3	6	-11	-11	-8	99	7	0
COc1cccc(C(=O)Nc2nnc(S(=O)(=O)N3CCOCC3)s2)c1	-11	-2.3	-4	11	-2	0	-2	101	1	3
Cc1cccc(C)c1NC(=O)c1sc(N)nc1-c1ccccc1	-3	2.0	-12	-10	-2	-7	2	102	1	4
COc1ccc(NC(=O)C2CCCN2C(=O)OC(C)(C)C)cc1 (stereo unspecified)	-10	-2.7	9	14	-1	14	0	99	4	-2
CC(=O)Nc1ccccc1C(=O)C(=O)Nc1ccc(F)c(Cl)c1	-13	-0.9	-7	5	-1	6	1	115	3	-2
Cn1c(Cn2c(=O)sc3ccccc32)nnc1SCc1ccccc1F	-9	1.1	-5	-6	-17	10	-3	106	3	1
O=[N+]([O-])c1cc(Cl)ccc1Nc1ccccc1	-6	1.7	-5	-9	5	-13	8	107	6	3
COc1ccc(C(=O)NCCCSc2ccccc2)cc1F	-15	-2.0	3	13	2	-1	-2	88	5	8
Cn1nc(OCC(=O)O)cc1C(F)(F)F	-1	-4.0	2	20	-6	-6	0	106	3	-3
CCCCNC(=S)N(C)/N=C/c1ccccc1C(=O)O	3	-1.6	-3	8	-5	12	1	84	2	3
Cc1cccc(C(=O)N[C@H](C(=O)NCCc2ccc(S(N)(=O)=O)cc2)C(C)C)c1	20	-1.0	-1	8	-5	2	1	.	-7	0
CCOP(=O)(O)c1cccc(OCCOCCOc2cccc(P(=O)(O)OCC)c2)c1	-19	-0.7	-8	4	-20	12	-1	105	3	3
COc1ccc(C(=O)Nc2ccc(-c3nnn(CC(=O)N4CCN(C(=O)c5ccco5)CC4)n3)cc2)cc1	-2	0.0	-7	0	-11	-9	0	106	8	0
Cc1[nH]c2ccccc2c1-c1nc2ccccc2[nH]c1=O	-13	-2.8	-11	17	3	20	-2	.	4	0
O=C(O)CCC(=O)N1N=C(c2cccs2)CC1c1cn(-c2ccccc2)nc1-c1ccccc1 (stereo unspecified)	-26	-1.0	-1	5	-3	6	7	103	11	3
CCOc1ccc(CN2CCN(Cc3cccn3-c3cccnc3)CC2CCO)cc1 (stereo unspecified)	8	1.4	2	-10	-7	-8	-1	113	-3	0
C=CCn1c(COc2cccc(C)c2)nnc1SC(C)C(=O)NC1CC1 (stereo unspecified)	-7	-2.5	3	10	-1	-3	1	.	3	1
COc1ccccc1N(C)S(=O)(=O)c1ccc(C)c(C(=O)Nc2nccs2)c1	12	3.8	6	-20	2	23	5	105	-4	0
COc1ccc(N=C2NN=C(c3c(C)[nH]c4ccccc34)CS2)cc1	-8	0.0	-8	0	-3	2	5	87	3	-2
Cc1ccc(Nc2nc3c(c(=O)[nH]c(=O)n3C)n2Cc2ccc(F)cc2)cc1	-6	13	8	-76	-5	17	12	95	2	3
O=C(N/N=C/c1ccccn1)c1cccs1	9	-2.9	-1	15	-6	39	1	99	-3	3
CCN(C(=O)CSc1n[nH]c(-c2ccccc2)n1)c1c(N)n(Cc2ccccc2)c(=O)[nH]c1=O	-12	-0.3	6	1	-3	23	-2	.	5	-5
O=C(NN1C(=O)/C(=C/C=C/c2ccco2)SC1=S)c1ccccc1O	-7	-0.9	-1	5	-7	0	15	79	10	3
CN1CCN(S(=O)(=O)c2ccc(NC(=O)c3cccc(F)c3)cc2)CC1	5	0.6	-3	-3	-3	1	1	103	-1	1
COCCNC(=O)c1cc(S(=O)(=O)N(C)c2ccccc2OC)ccc1C	-17	-2.5	-9	13	-16	12	0	100	5	1
CC(C)(C)NC(=O)CC1C[C@H](C(=O)N2CCCCC2)[C@@]2(CCc3ccccc3)c3[nH]c4ccccc4c3CCN2C1=O (stereo partly specified)	-8	-2.4	-1	11	7	8	3	97	2	-1
COc1ccc(N2CCN(C(=O)CSc3ncnc4scc(-c5ccc(C)cc5)c34)CC2)cc1	6	-0.9	-6	5	4	35	-1	103	-2	-3
CCCNC(=O)c1ccc(N(Cc2ccccc2)S(C)(=O)=O)cc1	0	0.1	-12	-1	5	10	-2	120	3	-4
Cc1nc2ccc(NC(=O)c3ccc(C)c(S(=O)(=O)N4CCOCC4)c3)cc2s1	-11	-2.2	-9	8	-10	1	-3	101	-2	4
Cc1ccc(NC(=O)c2ccccc2)cc1	-18	0.6	-2	-3	-3	1	2	98	0	-3
O=S(=O)(c1ccccc1)N(CC(O)CN1CCOCC1)c1ccccc1 (stereo unspecified)	1	-3.4	1	18	2	24	-4	89	0	-3
CC(=O)Nc1ccc(C2Nc3cc(C)c(C)cc3NC3=C2C(=O)CC(C)(C)C3)cc1 (stereo unspecified)	-6	-1.2	-17	6	-1	-5	2	142	2	0
CCc1noc(C)c1C(=O)N1CCCSC1=Nc1ccccc1	-3	-1.2	-4	7	-3	-2	-6	108	1	-2
O=C(CSc1nnc(-c2cccc(S(=O)(=O)N3CCCC3)c2)n1-c1ccccc1)Nc1ccc(C(=O)O)cc1	-7	-1.2	-2	6	-2	-8	-2	105	4	2
CC(=O)Nc1ccc2c(c1)C(=Nc1ccccc1)c1ccccc1-2	9	-3.1	-3	15	-1	4	2	100	-2	0
Cn1nc(C(=O)NCc2ccc(F)cc2)cc1C(=O)NCc1ccc(F)cc1	14	1.1	-7	-5	-1	-4	1	102	-5	-2
CC(Cc1cccs1)NC(=O)Nc1ccc(Cl)c(Cl)c1 (stereo unspecified)	-2	5.5	-4	-34	-6	29	-3	.	5	-1
Clc1ccc(Cc2ccccc2)nn1	6	-3.8	-3	20	2	-4	-2	103	-2	-1
CCC(COC(=O)Nc1ccccc1)NC(=O)OC(C)C (stereo unspecified)	12	-3.7	-7	19	8	2	0	95	-1	-2
O=C(NCCc1ccccc1)c1cnc(Cl)c(Cl)c1	-11	-1.7	-9	8	1	3	3	99	3	1
Cc1ccccc1COc1ccc(/C(O)=C2/C(=O)C(=O)N(CCCn3ccnc3)C2c2ccco2)cc1 (stereo unspecified)	15	-2.2	-4	11	-13	23	2	97	0	5
COc1cc(C(=O)OCC(=O)NC(C)CCc2ccccc2)cc(OC)c1OC (stereo unspecified)	-12	-2.2	1	10	-5	7	-6	116	3	1
O=C(Nc1ccccc1F)c1ccc(-c2cccc([N+](=O)[O-])c2)o1	16	-1.1	-2	6	-2	21	-14	.	-2	-5
Cc1ccc(-c2ocnc2C(=O)Nc2ccccc2C(=O)N2CCCC2)cc1	-5	2.3	-1	-19	-19	22	-3	104	2	2
CCc1ccc(NC(=O)C(C)OC(=O)C2CCN(c3ccc(C(F)(F)F)cn3)CC2)cc1 (stereo unspecified)	-7	4.4	12	-23	9	36	-4	112	3	2
CCCNC(=O)Cc1c(O)c2ccccc2[nH]c1=O	5	-2.5	-1	14	-5	2	-1	99	-3	-2
O=C(NC1CCCCCC1)C1CCN(S(=O)(=O)c2cccc3cccnc23)CC1	-2	-2.2	2	11	2	2	3	105	1	0
Cc1ccc(-c2sc(C)nc2CC(=O)O)cc1	10	-1.3	0	6	-1	12	-1	116	4	-9
CCCCn1c(CN2CCN(CCO)CC2)nc2ccccc21	-22	-0.8	0	4	1	5	1	100	7	4
O=C(c1ccccc1)c1nn(-c2ccc(Cl)cc2)cc1C(=O)c1cc2ccccc2oc1=O	-6	0.7	-13	-3	-11	-9	-1	.	-3	0
CCCc1ccc2oc(C(=O)N(Cc3nccn3C)C(C)C)c(C)c2c1	1	-1.3	-1	7	10	-6	1	107	-2	0
NNc1nc2sc3c(c2c(=O)[nH]1)CCc1ccccc1-3	-8	1.1	-2	-8	2	18	6	94	3	0
Cc1cn([C@H]2C[C@H](O)[C@@H](CNC/C=C/c3ccccc3[N+](=O)[O-])O2)c(=O)[nH]c1=O	.	.	-9	.	0	.	-2	.	.	0
Cc1ccccc1C(=O)Nc1ccc(S(=O)(=O)N2CCOCC2)cc1	1	-2.8	0	13	-2	-1	0	105	0	1
CC(=O)c1ccc(N2C(=O)NC3(CCCCC3)C2=O)cc1	0	-2.5	-4	11	4	3	-1	97	-2	1
O=C(Nc1ncc2c(n1)-c1ccccc1CC2)c1cccc(Cl)c1	-4	-1.3	-2	6	-3	8	-5	.	-3	-5
Cn1ccnc1SCC(=O)c1ccc([N+](=O)[O-])cc1	24	3.6	8	-19	-16	40	0	78	-1	-2
COc1cc2cc(C(=O)N(C)C3CCS(=O)(=O)C3)[nH]c2cc1OC (stereo unspecified)	-3	-0.6	-3	3	2	42	5	107	0	3
CCc1ccc2[nH]c(O)c(N=Nc3nc(-c4ccccc4)cs3)c2c1	0	-1.4	-3	7	2	18	18	98	0	-5
CCOc1ccc(NC(=O)CN(C)CC(=O)Nc2ccc(F)c(F)c2F)cc1OCC	-20	2.5	-3	-11	9	6	0	.	1	0

Fetched by structure from the entries so far (three):
SMILES	HTR5A inv ctr	MOR-DOR ag	PKA-R2B act	MOR-DOR inv ag	PKA-R1A activ	Arr AP2 block	DAGLB inhibitor	DSG3 Ab inh	HTR5A ag ctr	V-ATPase pHluor
CN1CCN(S(=O)(=O)c2ccc(NC(=O)c3cccc(F)c3)cc2)CC1	5	0.6	-3	-3	-3	1	1	103	-1	1
CCc1noc(C)c1C(=O)N1CCCSC1=Nc1ccccc1	-3	-1.2	-4	7	-3	-2	-6	108	1	-2
COc1ccc(C(=O)Nc2ccc(-c3nnn(CC(=O)N4CCN(C(=O)c5ccco5)CC4)n3)cc2)cc1	-2	0.0	-7	0	-11	-9	0	106	8	0

Next entries follow:
SMILES	HTR5A inv ctr	MOR-DOR ag	PKA-R2B act	MOR-DOR inv ag	PKA-R1A activ	Arr AP2 block	DAGLB inhibitor	DSG3 Ab inh	HTR5A ag ctr	V-ATPase pHluor
COc1ccc(NC(=O)Cn2nnc(-c3ccccc3NC(=O)c3cccs3)n2)cc1	-18	1.9	-8	-12	-17	-6	-5	95	4	.
COC(=O)[C@@H](Cc1ccccc1)NC(=O)CC[C@H]1O[C@@H](n2cc(C)c(=O)[nH]c2=O)C[C@@H]1O	21	-1.6	-6	7	-2	1	0	100	-5	0
COc1ccccc1NC(=O)C1CCC(CNc2c(N3CCCCC3)c(=O)c2=O)CC1 (stereo unspecified)	-15	-1.0	1	5	-5	8	-1	97	6	9
COC(=O)c1ccccc1S(=O)(=O)NC(=O)c1ccccc1	12	-1.8	-5	8	-2	-6	-2	.	-5	1
Cc1cc(C)c(C)c(S(=O)(=O)NCc2ccc(C(=O)N3CCCCC3)cc2)c1C	-12	0.3	-9	-2	-2	1	-6	.	0	1
CCOc1cc(/C=C2/SC(=S)N(Cc3ccccc3)C2=O)ccc1O	17	-3.6	-3	18	-8	34	-2	116	-5	2
CCCC(=O)c1cc(F)c(N2CCN(CCC#N)CC2)cc1C	-2	0.0	-10	0	1	18	-2	100	4	-3
